TrxR1 inh – rat TrxR1 inhibition. Potency, µM (highest dose often 114 µM), for the others: at the top dose activity change, negative = inhibition, hits mostly inhibitors. recombinant rTrxR1, NADPH fluorescence consumption, selenite substrate. O89049. 390,000 tested, 1% active; also: potency is read from the fitted curve at half-maximal effect; % is scaled to controls: 0 for no effect and ±100 for the full control effect; nearly all actives have a fitted effect of over 65% in size
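Rat TrxR1 (90 nM in the dispensed reagent) was pre-reduced with 400 uM NADPH for 5 min at room temperature, then incubated with compound for 15 min. After 400 uM selenite was added, NADPH fluorescence (Ex 340/Em 450 nm) was followed for 8 min.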
TrxR1 substrate – substrates of rat thioredoxin reductase 1 | purified TrxR1 substrate turnover, NADPH consumption readout | Potency, µM (doses to about 114 µM), inactives show at the top dose activity change, negative = substrate turnover | 390,000 tested, 0.01% active; also: potency is read from the fitted curve at half-maximal effect; % is scaled to controls: 0 for no effect and ±100 for the full control effect; nearly all actives have a fitted effect of over 50% in size
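Rat TrxR1, dispensed at 90 nM, was prereduced with 400 uM NADPH (final) for 5 min at ~22 deg C, then incubated with compound 15 min before 400 uM selenite. A first-read NADPH fluorescence drop versus no-compound background flagged substrates.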
LDHA inh – inhibitors of human lactate dehydrogenase A; 480,000 tested, 0.15% active; AID 1347041; activity change, % (values are at about 110 or 230 µM); P00338; purified LDHA, NADH/diaphorase-resazurin fluorescence; active compounds read low; in the data active = activity change below about -30%; inconclusive = mostly about -25% to -30%;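 also: plate controls were DMSO wells for no effect and wells without enzyme for full effect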
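Human LDH5 (2 nM) was incubated with 0.06 mM NADH and 0.2 mM pyruvate for 5 min at room temperature in Tris pH 7.4. Remaining NADH was coupled through diaphorase/resazurin, and resorufin fluorescence was read at 0 and 20 min.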
Vif-APOBEC3F blk – Vif-A3F binding inhibition; HeLa A3F-eYFP + Vif (tagged APOBEC3F with the HIV-1 protein that degrades it), YFP fluorescence increase; Potency, µM (titrated, usually from 46.1 µM), inactives show at the highest dose activity, negative = active; 390,000 tested, 0.2% active; AID 602313; also: potency is read from the fitted curve at half-maximal effect; % of control where 0% means no effect; nearly all actives have a fitted effect of over 65% in size
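Fluorescence increase (Ex 488/Em 500-530) after overnight compound treatment at 37 deg C flags inhibition of Vif-driven A3F-eYFP loss in stable HeLa A3F-eYFP/Vif cells seeded overnight beforehand.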
Vif-APOBEC3G blk – Vif-A3G binding inhibition; AID 602310; HeLa A3G-eYFP + Vif (tagged APOBEC3G with the HIV-1 protein that degrades it), YFP fluorescence, overnight; Potency, µM (series often up to 46.1 µM), for inactives: at the top dose activity, negative = active, usual class: inhibitors; 410,000 tested, 0.076% active;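 also: potency is read from the fitted curve at half-maximal effect; % is scaled to controls: 0 for no effect and ±100 for the full control effect; nearly all actives have a fitted effect of over 60% in size; hits raise eYFP signal because A3G escapes Vif-driven loss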
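Read-out is eYFP fluorescence (Ex 488/Em 500-530) from Vif-expressing HeLa A3G-eYFP cells; more signal means A3G escaped Vif-mediated degradation. Cells plated overnight, compound pinned in, incubated overnight at 37 deg C.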
RGS4 inh – inhibitors of human regulator of G protein signaling 4; P49798; Transcreener GDP fluorescence polarization, RGS4-accelerated GTP hydrolysis; Potency, µM (titrated, usually from 114 µM), for the others: at the top dose activity change, negative = inhibition, usual class: inhibitors; 390,000 tested, 0.039% active; AID 504845; also: potency is read from the fitted curve at half-maximal effect; % is scaled to controls: 0 for no effect and ±100 for the full control effect; nearly all actives have a fitted effect of over 75% in size; some results filed as inactive show a strong effect at the top dose
Target sequence (P49798 whole entry, looked up): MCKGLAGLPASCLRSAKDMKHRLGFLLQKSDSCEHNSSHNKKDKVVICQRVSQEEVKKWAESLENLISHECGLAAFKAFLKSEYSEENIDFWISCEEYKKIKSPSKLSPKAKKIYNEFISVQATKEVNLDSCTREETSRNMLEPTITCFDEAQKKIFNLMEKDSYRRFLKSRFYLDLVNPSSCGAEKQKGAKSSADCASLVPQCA
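MLSMR compounds (23 nl, pin-transferred) preincubated 10 min at room temperature with a 500nM (2x) first reagent, then RGS4 at 900nM (2x) plus Transcreener GDP mix added; fluorescence polarization (620/688 nm) read before and after 90 min at 30 °C.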
USP1 inh – blocks the human USP1/UAF1 deubiquitinase complex. O94782. 390,000 tested, 0.23% active. Potency, µM (top dose mostly 57.1 µM), for the others: at the top dose activity change, negative = inhibition, most hits filed as inhibitors. AID 743255. recombinant USP1/UAF1, Ub-Rhodamine cleavage fluorescence; also: potency is read from the fitted curve at half-maximal effect; % is scaled to controls: 0 for no effect and ±100 for the full control effect; nearly all actives have a fitted effect of over 60% in size; inactives centre near -12
Target sequence (O94782 whole entry, looked up): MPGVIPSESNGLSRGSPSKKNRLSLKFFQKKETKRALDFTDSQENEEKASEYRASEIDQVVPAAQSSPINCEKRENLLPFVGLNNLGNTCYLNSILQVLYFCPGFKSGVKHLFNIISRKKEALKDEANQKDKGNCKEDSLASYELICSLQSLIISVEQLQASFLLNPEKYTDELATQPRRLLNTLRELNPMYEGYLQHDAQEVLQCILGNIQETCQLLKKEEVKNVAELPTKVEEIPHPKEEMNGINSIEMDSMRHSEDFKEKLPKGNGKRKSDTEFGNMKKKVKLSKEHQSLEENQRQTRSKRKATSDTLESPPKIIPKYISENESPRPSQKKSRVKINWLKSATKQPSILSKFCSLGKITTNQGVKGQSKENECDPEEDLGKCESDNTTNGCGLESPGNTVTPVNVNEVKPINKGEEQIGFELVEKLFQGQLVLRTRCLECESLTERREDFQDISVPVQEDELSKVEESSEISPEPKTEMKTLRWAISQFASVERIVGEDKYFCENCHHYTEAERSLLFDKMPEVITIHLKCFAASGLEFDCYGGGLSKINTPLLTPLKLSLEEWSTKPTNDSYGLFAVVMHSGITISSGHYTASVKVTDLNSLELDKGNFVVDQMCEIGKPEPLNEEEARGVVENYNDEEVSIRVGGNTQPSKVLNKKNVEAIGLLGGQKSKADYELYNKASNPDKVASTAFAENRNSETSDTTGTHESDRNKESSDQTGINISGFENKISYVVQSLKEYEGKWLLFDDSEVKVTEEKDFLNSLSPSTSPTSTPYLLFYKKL
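1 nM enzyme complex + cpd, 15 min RT; start with Ub-Rho 150nM final; kinetic fluorescence ex 480/em 540, 6 reads q60 s. Buffer 50mM HEPES pH 7.8, 0.5mM EDTA, 0.1 mg/ml BSA, 1mM TCEP, 0.01% Tween-20.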
Glioma ERSR ind – induces the endoplasmic reticulum stress response in human glioma cells | U87-MG GRP78 promoter luciferase reporter, 16 h | Potency, µM, for the others: at the top dose activation, usual class: activators | 420,000 tested, 0.02% active; also: potency is read from the fitted curve at half-maximal effect; series mostly up to about 76 µM; % of control where 0% means no effect; nearly all actives have a fitted effect of over 35% in size
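Stably transfected U87-MG glioma cells carrying a GRP78-based luciferase sensor; 16 h compound incubation. Luminescence end-point read 10 min after Bright-Glo addition at room temperature.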
mIDH1 inhibitor – inhibitors of human mutant IDH1 R132H; O75874; IDH1-R132H enzyme, NADPH consumption, diaphorase/resazurin fluorescence; Potency, µM (highest dose often 76.6 µM), inactives show at the top dose activity change, negative = inhibition, actives largely listed as inhibitors; 390,000 tested, 0.093% active; AID 602179; also: potency is read from the fitted curve at half-maximal effect; % is scaled to controls: 0 for no effect and ±100 for the full control effect; nearly all actives have a fitted effect of over 65% in size
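IDH1-R132H (0.5 ug/mL) preincubated 30 min with compound, then NADPH (0.016 mM) and alpha-KG (2 mM) added; 80 min at RT, pH 7.5. Remaining NADPH coupled via diaphorase/resazurin to fluorescence (540/590 nm); concentration-response curves normalized to no-enzyme control.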
* hit, by the source's call; ? = inconclusive; · = not tested or not shown; & = joins results of further samples; [ ] = dose if it differs, or a comment. Unless noted, calls follow the shape of the dose curve; as a rule, active = well fitted curve in the direction sought with a large enough effect; inconclusive = small, poorly fitted or top-dose-only effect, or another doubt; inactive = no such curve, though single readings can be large; an effect the other way counts as inactive or inconclusive.

SMILES	TrxR1 inh	TrxR1 substrate	LDHA inh	Vif-APOBEC3F blk	Vif-APOBEC3G blk	RGS4 inh	USP1 inh	Glioma ERSR ind	mIDH1 inhibitor
CCN1CCN(c2ncnc3c2cnn3-c2ccc(C)c(Cl)c2)CC1	-28%[57.1 µM]	?	0	-3%	2%	26%	-17%	6%	3%
CCOc1ccc2c(c1)C(C)=CC(C)(C)N2C(=O)Nc1ccccc1F	-5%	29%	30&12	-1%	0%	-30%	-15%	0%	2%
CCN(CC)C(=O)CSc1nc2ccccc2c(=O)n1Cc1ccco1	8%[57.1 µM]	-4%[57.1 µM]	2	3%	-4%	-6%	-16%	-2%	-2%
COc1ccccc1CCC(=O)N(Cc1ccccc1)c1c(N)n(Cc2ccccc2)c(=O)[nH]c1=O	-4%	-8%	-10	7%	-5%	-1%	-12%	-3%	4%
CCOc1ccc2nc(SCC(=O)NC3CCS(=O)(=O)C3)[nH]c2c1 (stereo not drawn)	-22%[57.1 µM]	6%[57.1 µM]	1	4%	-3%	-1%	4%	-2%	2%
CC1C/C(=N/NC(=O)c2ccc(CSc3nc4ccccc4[nH]3)cc2)CC(C)(C)C1 (stereo not drawn)	10%	0%	-8	-5%	2%	4%	-11%	2%	-6%
CCN1C(=O)[C@H]2[C@@H](c3ccc(C(F)(F)F)cc3)N[C@]3(CCCN(Cc4ccc(C(F)(F)F)cc4)C3=O)[C@H]2C1=O	·	·	-1	5%	1%	·	-21%	-3%	1%
CC(C)(C)c1ccc(/C=C/C(=O)NCCCN2CCOCC2)cc1	-1%[57.1 µM]	4%[57.1 µM]	3	-10%	0%	5%	2%	-9%	2%
CCOc1ccc(-c2nc(CSCC(=O)NCc3ccc(C)cc3)c(C)o2)cc1	5%[57.1 µM]	-2%[57.1 µM]	-16	1%	11%	-27%	34%[activator]	-6%	13%
CC12CCC(=O)N1C(C(=O)Nc1nnc(SCc3ccc(F)cc3)s1)CS2 (stereo not drawn)	-3%	-7%	-3	-7%	4%	3%	-10%	-4%	7%
COc1ccc(OCC#CCNC(C)(C)C)cc1	-8%	-5%	-8	·	-6%	2%	-4%	-4%	1%
COc1cccc(N2CCN(Cc3nc(N)nc(Nc4ccccc4)n3)CC2)c1	-10%	0%	4	0%	0%	-26%	-23%	0%	4%
CCC(Oc1ccccc1)C(=O)Nc1nnc(C(F)(F)F)s1 (stereo not drawn)	-2%[57.1 µM]	0%[57.1 µM]	-7	1%	-8%	26%	0%	-2%	3%
CS(=O)(=O)N(CCc1ccccc1)CC(=O)N1CCCCCC1	·	·	-7	-5%	-2%	·	-7%	1%	1%
Cn1c(CC(=O)Nc2ccccc2F)nnc1SCC(=O)N1CCOCC1	10%	2%	-7	0%	0%	-1%	-18%	-2%	5%
Cc1cc(Br)cc2c1N(C)C(=O)C2(c1ccc(O)cc1)c1ccc(O)cc1	19%	0%	1	-30%	-21%	-11%	-16%	2%	?
CSc1ccccc1C(=O)N1CCC2(CC1)CC(=O)c1ccccc1O2	7%	10%	-8	6%	-5%	1%	-21%	1%	5%
CCCCn1c(N)c(N(CCOC)C(=O)COC(=O)c2cc(CCC)c(C)s2)c(=O)[nH]c1=O	8%	-1%	-14	2%	1%	-22%	-12%	0%	0%
O=C(O)CSc1ccn(Cc2ccccc2)c1	·	·	-6	0%	1%	·	-27%	-2%	-10%
O=C(COc1ncnc2ccccc12)c1ccc(Cl)cc1	1%[57.1 µM]	-1%[57.1 µM]	-3	-20%	-3%	8%	-5%	5%	7%
CCOc1ccccc1C(=O)Nc1nnc(COC)s1	20%&7%[57.1 µM]	-1%[57.1 µM]	-6&-5	0%&-2%	1%&-1%	-4%&0%	-10%&-15%	-2%&4%	0%&6%
CC1=C(C(=O)N2CCCC(CCC(=O)NCc3ccccc3F)C2)OCCO1 (stereo not drawn)	14%	4%	-4	-17%	-7%	3%	-22%	4%	5%
CCN1CCN(c2ccc(S(=O)(=O)N3CCCCC3)cc2NC(=O)COc2cc(C)ccc2Cl)CC1	19%	2%	-13	-16%	2%	-14%	-22%	2%	1%
O=C(Nc1ccccc1C(F)(F)F)N1Cc2ccccc2Oc2ncccc21	17%	25%	-3	0%	1%	-2%	-3%	0%	-3%
CCCCn1c(CNC(=O)C23CC4CC(CC(C4)C2)C3)nnc1SCC(=O)Nc1ccc(C)cc1	22%	1%	3	0%	0%	-16%	-27%	-4%	-2%
O=C(Nc1ccccc1)c1c(F)c(F)c(F)c(F)c1F	10%	7%	-1	-1%	1%	-7%	-8%	-4%	3%
CCOc1cc(CN2CCN(C(=O)c3ccco3)CC2)ccc1OC	-6%	-2%	-14	-5%	1%	17%	2%	-5%	6%
COC(=O)c1cc2c(ccn2C)n1C	2%	-1%	2	7%	0%	-12%	-8%	-4%	-2%
Cc1ccc(N2CCN(C(=O)c3ccc4c(Cl)c5c(nc4c3)CCCC5)CC2)c(C)c1	20%	4%	-6	0%	-1%	-10%	-23%	-3%	-7%
O=C(NCc1cccc(F)c1)c1ccc2nc(N3CCOCC3)sc2c1	9%	-1%	-3	-1%	0%	-6%	?	-4%	-2%
COc1ccc2oc(C(=O)OCC(=O)N3CCC(C)CC3)c(C)c2c1	14%	51%[activator]	-10	1%	3%	0%	-20%	-3%	-8%
CCOCc1nc2nc(Cl)c(Cl)nc2[nH]1	·	·	-4	-23%	2%	·	-15%	-4%	-2%
O=C(Nc1ccc(F)cc1)C1CC(=O)n2ncnc2N1 (stereo not drawn)	0%[57.1 µM]	-6%	-9	2%	3%	-7%	-7%	-5%	-8%
COC(=O)[C@H](Cc1ccccc1)NC(=O)NC(C)CCc1ccccc1 (stereo partly drawn)	3%	-1%	-8	1%	0%	43%	-7%	-7%	8%
Clc1ccc(-c2cc3ncc4c(n3n2)-c2ccccc2OC4)cc1	11%	2%	-1&-5	-6%	3%	7%	-11%	-1%	-7%
O=c1[nH]c(C2CCN(S(=O)(=O)c3ccc4c(c3)OCCO4)CC2)nc2c1nnn2Cc1ccccc1F	24%	6%	-8	0%	-4%	-25%	-21%	-2%	-3%
CN(CC(=O)N1CCN(c2ccc(F)cc2)CC1)S(=O)(=O)c1ccc(F)cc1	0%	0%	0	-3%	1%	-25%	-4%	1%	5%
Cc1cc(C)c(NC(=O)c2ccc(CNS(=O)(=O)c3cc(C(F)(F)F)ccc3Cl)cc2)c(C)c1	19%	-3%	0	-13%	-7%	-8%	-16%	-5%	-1%
CCCSCCCNC(=O)C1CCCN(c2nn3cc(-c4ccc(OC)cc4)nc3s2)C1 (stereo not drawn)	11%	-9%	-12	10%	1%	-1%	?	1%	26%
C[C@H]1CN([C@@H](C)CO)C(=O)CCCn2nncc2CO[C@@H]1CN(C)Cc1ccc(C(F)(F)F)cc1	·	·	-12	-2%	1%	·	-2%	-6%	12%
COc1cccc(NC(=O)c2sc3nc(C)c(C(=O)Nc4ccc(C)cc4C)c(-c4ccc(Br)cc4)c3c2N)c1	30%	6%	-2	5%	-2%	9%	?	-2%	0%
Cc1cc(C)c2[nH]c(=O)c(CN(Cc3cccs3)C(=S)NCc3ccco3)cc2c1	-2%	8%	-3	-11%	-5%	-31%	-8%	-7%	0%
CCC(CO)Nc1ncnc2c1cnn2-c1ccc(Cl)cc1 (stereo not drawn)	24%	14%	-4	-5%	1%	-1%	-15%	-6%	4%
CCOC(=O)C1=CNS(=O)(=O)NC1c1ccc(C(F)(F)F)cc1 (stereo not drawn)	6%	4%	-4	5%	-2%	-11%	-10%	-1%	-9%
CCCC1=[N+](CC)CCn2c(C)ccc21	3%	-6%	?	1%	3%	-6%	-9%	-3%	-5%
O=C(c1cc2cc(Cl)ccc2oc1=O)N1CCOCC1	3%	-1%	-8	-1%	2%	18%	-5%	-4%	1%
C(=C\c1cccc2ccccc12)/c1nnc(-c2cccs2)o1	60%[activator]	96%[activator]	-10	1%	-4%	-1%	-17%	6%	-2%
COC(CNC(=O)c1cc(Sc2nnc(C)s2)nc2ccccc12)OC	-2%	0%	-5	10%	2%	-23%	-17%	-5%	2%
C=CCn1c(C(CCCC)CC(O)COCC(C)C)n[nH]c1=S (stereo not drawn)	2%	3%	0	1%	-5%	-20%	-20%	-2%	3%
CCCN(CC(=O)Nc1ccccc1C)C(=O)c1cc(C)oc1C	19%	-1%	-5	-4%	1%	6%	-9%	-5%	17%
CC(C)(C)C(=O)CSc1n[nH]c(-c2ccccc2)n1	7%	-2%	-5	·	3%	·	·	0%	·
Cc1ccccc1C(=O)Nc1nnc(CC(=O)N/N=C/c2ccco2)s1	12%	5%	-12	6%	0%	-12%	-5%	0%	0%

Bioassay records: PubChem BioAssay, National Center for Advancing Translational Sciences (NCATS)

Only part of the results is shown; count on the stated rates, not on these rows.
